# Compound activity (PubChem)
# PfG6PD inh – PfG6PD (Plasmodium falciparum) enzyme inhibition. PfGluPho enzyme, NADPH resazurin-diaphorase fluorescence. inhibition, % at 20 µM. hit rate 0.78% among 350,000. AID 504690;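 active = inhibition reaching at least a set limit at 20 µM in the primary screen, cut at about 59% in these data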;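 also: 0% = DMSO wells with substrate and 100% = DMSO wells lacking glucose-6-phosphate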
# SENP7 block – blocks the human protease SENP7 | recombinant SENP7, Z-RLRGG-aminoluciferin luminescence, 40 min | hit rate 1.5% among 330,000 | inhibition, % at 5 µM | AID 434973 | Q9BQF6;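 active = inhibition above about 50% at the single test dose, limit read from the data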;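 also: plate controls were DMSO with enzyme for no effect and no enzyme buffer wells for full effect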
# SENP8 block-1 – inhibitors of human SENP8 protease | Q96LD8 | purified SENP8, Z-RLRGG-aminoluciferin cleavage, luminescence | inhibition, % at 10 µM | hit rate 1.2% among 330,000 | AID 2540; in the data active = inhibition above about 50%
# Target sequence (Q96LD8 whole entry, looked up): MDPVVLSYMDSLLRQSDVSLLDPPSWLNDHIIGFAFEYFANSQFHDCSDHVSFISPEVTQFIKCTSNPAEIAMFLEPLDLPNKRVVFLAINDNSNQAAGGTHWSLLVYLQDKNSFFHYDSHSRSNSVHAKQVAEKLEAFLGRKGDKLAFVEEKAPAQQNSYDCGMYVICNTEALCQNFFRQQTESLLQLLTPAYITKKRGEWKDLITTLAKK
# HKDC1 inhibitor – HKDC1 (human) hexokinase inhibition | Q2TB90 | recombinant HKDC1, G6PDH/diaphorase resazurin coupled fluorescence | inhibition, % at 20 µM | hit rate 0.16% among 340,000;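 active = inhibition above about 35% when tested at 20 µM, limit read from the data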;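 also: plate controls were DMSO wells with enzyme for no effect and DMSO wells lacking enzyme for full effect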
#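 Assay system: in-house recombinant HK5 (HKDC1) enzyme. Input: HKDC1 at 5 µg/mL. Medium: Tris pH 8.0 buffer with MgCl2, Tween-20, BSA, BME. Dosing: single 20 µM dose. Schedule: 90 min reaction incubation at room temperature, dark. Signal: resazurin-to-resorufin fluorescence via G6PDH and diaphorase coupling, 525/613 nm. Controls: DMSO-enzyme wells negative, buffer-substituted wells positive.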
# SENP8 block-2 – SENP8 (human) protease inhibition | Q96LD8 | recombinant SENP8, Nedd8 substrate fluorescence | inhibition, % at 20 µM | hit rate 0.64% among 360,000 | AID 602440; in the data active = inhibition mostly above about 40%, no sharp cut-off; inactive = mostly below about 27%
# MIN6 prolif – inducers of beta-cell replication in MIN6 cells | MIN6 cells proliferation, ATPlite luminescence, 48 h; cells starved in 0.2% serum; 100% = growth in 10% serum | proliferation, % at 10 µM | hit rate 0.29% among 330,000 | AID 2380;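 active = compounds whose signal lies at least 3.5 SD above the mean of all wells on their plate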;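 also: 0% = DMSO-treated cells in low-serum medium and 100% = 10% serum control; some compounds called inactive have numbers as strong as hits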
# SENP6 block – inhibitors of human SENP6 protease; Q9GZR1; Recombinant SENP6 catalytic domain, aminoluciferin luminescence; inhibition, % at 10 µM; hit rate 1.8% among 330,000; AID 2599;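 active = inhibition above about 50% at the single tested dose, limit read from the data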;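 also: plate controls were DMSO wells with enzyme for no effect and DMSO wells lacking enzyme for full effect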
# Target sequence (Q9GZR1 628-1112 limits assumed): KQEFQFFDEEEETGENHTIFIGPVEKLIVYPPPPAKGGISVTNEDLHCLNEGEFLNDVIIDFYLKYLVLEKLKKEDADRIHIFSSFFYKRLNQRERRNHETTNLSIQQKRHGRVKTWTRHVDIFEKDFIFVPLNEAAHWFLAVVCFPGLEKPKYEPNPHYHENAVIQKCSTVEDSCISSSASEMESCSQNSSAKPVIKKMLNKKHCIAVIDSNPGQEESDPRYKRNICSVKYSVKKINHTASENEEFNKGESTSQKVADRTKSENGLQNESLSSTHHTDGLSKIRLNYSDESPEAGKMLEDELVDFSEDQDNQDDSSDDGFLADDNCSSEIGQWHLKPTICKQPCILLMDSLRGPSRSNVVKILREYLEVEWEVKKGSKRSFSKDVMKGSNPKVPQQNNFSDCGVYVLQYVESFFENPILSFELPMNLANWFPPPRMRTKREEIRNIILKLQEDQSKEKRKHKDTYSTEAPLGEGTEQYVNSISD
# SENP1 inh – blocks the human SENP1 SUMO protease catalytic domain. Q9P0U3. AID 624204. recombinant SENP1 catalytic domain, CyPet-SUMO1-YPet FRET cleavage. hit rate 0.21% among 360,000. inhibition, % at 10 µM;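 active = inhibition at least 30% at 10 µM, raw YFP signal under a set limit, fluorescence ratio 0.5 to 1.5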;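 also: 0% = enzyme with DMSO and 100% = no enzyme wells; some results filed as inactive read as strong as hits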
# Target sequence (Q9P0U3 419-644 limits assumed): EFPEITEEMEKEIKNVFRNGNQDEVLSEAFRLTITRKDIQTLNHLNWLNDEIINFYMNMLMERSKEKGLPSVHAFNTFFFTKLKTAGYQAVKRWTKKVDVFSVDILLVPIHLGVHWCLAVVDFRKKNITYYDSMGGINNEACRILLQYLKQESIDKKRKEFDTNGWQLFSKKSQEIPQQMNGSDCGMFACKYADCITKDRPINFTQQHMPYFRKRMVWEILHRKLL
#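 Test system: human SENP1 catalytic domain; medium: Tris pH 8 buffer plus EDTA, NaCl, BME, BSA, NP40, catalase; incubation: 50 min reaction at room temperature; technique: FRET, CFP and YFP emission; controls: no-enzyme low control and enzyme-plus-DMSO high control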
# UBC13 polyUb – inhibitors of human UBC13 polyubiquitin chain formation; P61088; inhibition, % at 20 µM; AID 485273; hit rate 0.47% among 330,000; TR-FRET; in the data active = inhibition above about 45%, passing the limit was not always enough
# Target sequence (P61088 whole entry, looked up): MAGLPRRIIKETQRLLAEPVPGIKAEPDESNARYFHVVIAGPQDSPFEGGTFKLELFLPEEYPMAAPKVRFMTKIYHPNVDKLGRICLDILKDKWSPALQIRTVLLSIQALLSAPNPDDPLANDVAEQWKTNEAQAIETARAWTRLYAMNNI
# An asterisk follows results filed as active; nt = no result given. Rows are unselected (roughly 4% active in at least one column).
SMILES,PfG6PD inh,SENP7 block,SENP8 block-1,HKDC1 inhibitor,SENP8 block-2,MIN6 prolif,SENP6 block,SENP1 inh,UBC13 polyUb
Nc1c(C(=O)c2ccccc2O)cnn1-c1ccc(S(=O)(=O)N2CCOCC2)cc1[N+](=O)[O-],nt,2.6,3.0,nt,nt,-3.5,-1.3,nt,-58.9
O=C(NC1CCCCC1)c1ccc(-c2ccccc2[N+](=O)[O-])o1,1.1,-0.2,-7.2,10.8,9.2,-5.0,10.3,-34.7,4.8
N/C(=N\OC(=O)CCN1C(=O)c2ccccc2C1=O)c1ccccn1,14.8,-1.7,2.2,-9.3,0.0,-2.9,-22.9,1.9,1.7
CCC(CC)NC(=O)c1cccc(Oc2ccccc2)c1,-17.2,5.9,-5.0,5.0,8.1,-2.2,-16.8,1.8,-6.1
COc1ccc(CCNC(=O)CC(C)S(=O)(=O)c2ccc3c(c2)NC(=O)CO3)cc1OC (stereo not given),12.5,4.5,1.6,-6.5,1.3,-0.7,-10.5,0.2,0.6
COc1ccc(Cc2nc(C(=O)Nc3ccc(OC)cc3)cs2)cc1,5.1,2.4,-8.8,-0.5,-3.0,-1.0,11.5,-0.1,9.5
Cc1nnc(SCC(=O)N2CCOCC2)n1C,1.7,9.0,5.8,-7.4,33.7,2.3,-10.6,0.2,8.8
COC(C[C@@H](O)C[C@@H](O)[C@@H](C)OCc1ccccc1)OC,1.5,4.1,-12.6,-4.2,2.7,1.4,-13.5,2.8,0.4
C#CC[N+](C)(C)CCCCCCCCCCCC,-12.1,-8.7,-6.4,-4.8,20.8,-2.7,1.6,1.9,19.4
CC(Sc1nc(N)cc(=O)[nH]1)C(=O)NC1CCCCC1 (stereo not given),-12.0,-9.6,-5.7,2.4,8.0,-1.2,-1.2,3.1,-16.2
COc1cccc(OCC(=O)NNC(=O)c2ccc3ccccc3c2O)c1,-45.6,-2.2,4.2,9.2,-463.5,-1.8,-4.9,-4.4,4.5
CCc1cccc2c(C(=O)COC(=O)/C=C/c3ccccc3OC)c[nH]c12,-6.2,3.5,-4.4,-7.9,-58.9,-2.2,2.5,0.7,-9.2
C=C1N(c2ccc(Cl)cc2)C(=O)OC1(C)C,-3.2,-3.1,6.3,1.8,0.9,-2.2,9.7,-0.2,-2.4
COc1ccc(CNC(=O)COC(=O)CCS(=O)(=O)c2ccc(C)cc2)cc1OC,-2.5,4.5,-4.9,-2.5,11.4,-0.9,-10.9,0.9,1.1
CCOC(=O)C1=C(c2ccccc2)NC(=S)NC1c1cccc([N+](=O)[O-])c1 (stereo not given),29.4,1.5,-0.7,-2.2,9.8,1.3,2.4,1.1,13.0
CCOc1c(Br)cc(C(=O)OCC(=O)N2CCc3ccccc3C2)cc1OC,4.3,1.0,-0.1,-1.3,0.6,2.0,1.2,-2.2,14.5
CCN(CC(=O)NCc1ccc(Cl)cc1)C(=O)/C=C/c1ccc(Cl)c([N+](=O)[O-])c1,15.6,8.3,-6.4,-7.2,10.1,-6.9,-1.6,1.6,-7.7
CC(=O)Nc1ccc(NC(=O)C2CC(=O)N(Cc3ccccc3)C2)cc1 (stereo not given),-1.3,1.6,-3.3,-3.9,-0.4,-2.2,-15.1,4.0,2.9
Cc1cc(Br)ccc1NC(=O)CCN1C(=O)c2ccncc2C1=O,-22.7,4.1,-1.4,1.8,15.2,0.0,-1.0,-3.1,-2.5
Nc1ccc(N2CCN(c3ccccc3)CC2)c(F)c1,11.1,-0.1,1.2,-5.6,14.8,0.2,-5.2,2.2,10.2
Cc1cc(C)cc(C(=O)NCC(=O)OCC(=O)N2CCN(S(=O)(=O)c3ccc4ccccc4c3)CC2)c1,-43.8,-5.9,-7.9,-0.2,1.1,-0.2,-17.7,-0.7,-10.4
O=[N+]([O-])c1cccc2ccc(N3CCOCC3)nc12,4.1,6.5,0.3,-1.8,16.4,-3.4,-5.6,0.9,-0.1
CCN(CC)S(=O)(=O)c1ccc2c(c1)nc(SC(C)C(N)=O)n2-c1ccc(OC)cc1 (stereo not given),34.2,-1.7,-4.0,-0.8,13.6,-2.3,-11.3,0.8,4.4
N#Cc1c(N2CCOCC2)nc(N)c2c(N)nc3c(c12)CC(CCl)O3 (stereo not given),4.3,-2.0,2.0,9.4,-429.3,2.6,-5.3,-65.4,26.9
O=C(CSc1nc2ccccc2n1CCc1ccccc1)c1ccc(O)c(O)c1,22.4,nt,nt,19.4,10.2,nt,nt,-1.9,nt
CCCCCn1c(SCC(=O)OCC)nc2cc(C(=O)N3CCC(C(N)=O)CC3)ccc2c1=O,-3.4,-5.1,2.4,8.5,18.5,-3.1,0.8,0.1,8.3
Nc1cc(Oc2ccc(Cl)cc2Cl)nc(N)n1,-5.0,3.8,-1.1,2.5,17.3,2.8,-22.8,1.2,5.9
O=c1c2ccccc2c(-c2n[nH]c(=S)o2)nn1Cc1ccccc1,-5.2,-2.3,8.9,5.6,-173.0,0.7,19.6,0.0,-14.7
Cc1cccc(C)c1NC(=O)CC(C)c1ccccc1 (stereo not given),-17.0,-3.0,0.7,-6.6,11.6,-0.9,-17.7,-0.7,-0.2
Cc1nc(NCc2ccco2)c2cn[nH]c2n1,3.1,nt,nt,-5.4,4.0,nt,nt,0.5,nt
Cc1ccc(CNC(=O)CN2C(=O)NC3(CCCC3)C2=O)cc1,-7.5,5.0,-5.4,-0.6,10.4,-1.6,0.8,-0.8,9.9
Cc1ccc(S(=O)(=O)NC(=O)c2cc(C)n(-c3cc(S(=O)(=O)N4CCOCC4)ccc3N3CCCC3)c2C)cc1,-8.5,-8.7,0.6,-10.0,2.9,-2.7,4.1,-11.8,1.1
O=C(CCc1ccccc1)Nc1ccc(NC(=O)c2ccco2)nc1,3.5,-4.5,-1.4,1.7,-1.8,1.7,-5.1,1.4,4.6
O=C(NCCC1=CCCCC1)NC1CCCCC1,-7.9,1.9,0.6,-8.4,10.8,-4.1,17.0,0.7,-5.7
COc1ccccc1CCNC(=O)C(=O)NCCC1CCCCN1S(=O)(=O)c1ccccc1 (stereo not given),1.4,5.4,2.6,3.2,-1.3,-2.6,-9.2,2.1,1.6
CC(=O)Nc1cccc(C(=O)N/N=C/c2ccc(F)cc2)c1,6.5,17.7,-4.5,-8.2,21.6,2.9,10.7,-0.4,-12.5
O=C(/C=C/c1ccccc1)Nn1cnc2ccccc2c1=O,6.5,-9.7,-7.5,0.6,5.2,-0.8,4.6,-12.8,-0.7
Cc1csc2nc(COC(=O)CNC(=O)c3ccc(Cl)cc3)cc(=O)n12,3.9,5.1,-2.4,-4.0,-269.7,0.9,1.0,1.2,19.5
O=C(Nc1ccc(N2CCN(c3ncccc3C(F)(F)F)CC2)nc1)c1cccs1,-0.9,10.6,-1.5,3.7,14.9,-3.4,-24.9,2.3,-3.5
Cc1nc(C(=O)NCc2ccccc2)sc1C1(C)CC(c2cccc([N+](=O)[O-])c2)=NO1 (stereo not given),12.8,-1.6,12.1,-0.8,19.7,-4.5,-4.8,2.7,7.9
O=C(Cc1ccccc1)NCCS(=O)c1ccc(Cl)cc1 (stereo not given),-21.4,10.6,-3.4,-1.6,16.6,-2.0,-11.4,2.0,-1.4
Cn1c(CNS(=O)(=O)c2cccc(Cl)c2)cc(=O)n(C)c1=O,-12.7,-2.8,5.6,-5.0,9.9,0.3,14.7,3.2,-5.7
Cc1ccc2nc3c(cc2c1)CN(Cc1ccco1)C(=NCC1CCCO1)S3 (stereo not given),12.2,-0.6,4.5,3.0,-141.6,-3.5,4.3,-7.6,6.9
CCC(C)(C)C1CCC(=NNc2nc3ccccc3[nH]2)CC1 (stereo not given),3.0,6.6,0.9,-7.6,-18.2,-3.4,-2.8,3.3,-17.1
COc1ccc(CNCCNC(=O)c2nonc2N)cc1OC,-13.3,2.8,-5.8,-2.7,10.2,-2.4,-22.4,1.5,-6.7
Nc1ccc(C2(c3ccc(N)cc3)OC(=O)c3ccccc32)cc1,-31.4,3.9,3.2,0.9,3.4,2.2,-3.3,-0.3,3.2
C=CCNC(=O)/C(C#N)=C/c1c(N2CCCCCC2)nc2ccccn2c1=O,-2.5,-2.1,-6.7,6.2,-331.2,1.9,-3.9,-24.8,-2.3
CC(=O)c1ccc(NC(=O)CN2CCCCCC2)cc1,-3.2,8.4,-2.1,-5.3,8.1,-1.7,-8.7,1.6,0.9
CCn1c(CSc2nc3ccccc3s2)nnc1SCC(=O)OC(C)(C)C,-19.2,9.4,3.8,10.2,-63.3,-1.5,1.9,-0.3,-0.6
CN(C)CCCNc1nc(-c2ccccc2)c2c(c1C#N)CC(C)(C)OC2,-9.3,3.0,0.3,-7.6,-440.5,-1.7,10.5,0.8,12.2
# (cont.)
SMILES,PfG6PD inh,SENP7 block,SENP8 block-1,HKDC1 inhibitor,SENP8 block-2,MIN6 prolif,SENP6 block,SENP1 inh,UBC13 polyUb
Cc1[nH]c(=O)[nH]c1C(=O)CCCCC(=O)O,-4.3,-3.8,-8.8,-8.9,16.0,0.4,-14.0,-0.8,-8.8
CCCc1nnc2n1N=C(c1ccc(C)cc1)CS2,7.9,1.3,-3.2,-1.4,2.4,-2.5,-1.5,1.3,6.8
CCN(CC(=O)Nc1ccc(NC(C)=O)cc1)C(=O)c1oc2c(ccc3ccccc32)c1C,0.7,3.6,-6.1,0.0,-52.8,-1.4,-15.7,-16.9,9.5
Cc1ccc(S(=O)(=O)c2ccccc2)cc1S,nt,-12.1,-8.2,nt,nt,-7.0,-12.6,nt,-8.7
O=C(O)CCN1C(=O)c2ccc(NC(=O)CSc3ccc(Cl)cc3)cc2C1=O,-10.8,-4.4,43.3,-1.8,-9.2,-0.9,6.3,1.6,-4.9
CCN(C(=O)COC(=O)CCC(=O)c1ccc(Cl)cc1)c1c(N)n(Cc2ccccc2)c(=O)[nH]c1=O,14.3,nt,nt,-3.9,-4.2,nt,nt,-2.0,nt
CCOc1ccc2oc(=O)cc(CN3CCN(Cc4ccccc4)CC3)c2c1,-6.6,0.3,-7.0,0.1,-63.4,-2.9,-3.1,-4.0,-3.7
CC(C)N1CCc2c(sc(NC(=S)NC(=O)c3ccccc3)c2C#N)C1,22.4,23.6,-4.7,1.2,-108.4,-5.0,-4.7,-28.6,-34.9
COc1ccccc1OCc1ccc(C(=O)NC2CCCCC2)o1,3.6,2.2,4.9,-5.2,4.3,-3.1,-13.0,-1.4,2.7
Nc1ncc(N=Nc2cc(C(=O)O)ccc2Cl)s1,-5.0,8.0,4.0,-7.0,28.9,-0.5,-4.6,0.4,-36.0
CCNC(=S)NC1CC2CCCC(C1)N2CCc1ccccc1 (stereo not given),-2.9,-0.9,8.4,3.8,6.0,-3.0,7.5,-0.2,7.2

# Quoted at random: 3 compounds from above.
SMILES,PfG6PD inh,SENP7 block,SENP8 block-1,HKDC1 inhibitor,SENP8 block-2,MIN6 prolif,SENP6 block,SENP1 inh,UBC13 polyUb
CCCc1nnc2n1N=C(c1ccc(C)cc1)CS2,7.9,1.3,-3.2,-1.4,2.4,-2.5,-1.5,1.3,6.8
CCOc1c(Br)cc(C(=O)OCC(=O)N2CCc3ccccc3C2)cc1OC,4.3,1.0,-0.1,-1.3,0.6,2.0,1.2,-2.2,14.5
O=C(O)CCN1C(=O)c2ccc(NC(=O)CSc3ccc(Cl)cc3)cc2C1=O,-10.8,-4.4,43.3,-1.8,-9.2,-0.9,6.3,1.6,-4.9
